GLP1R ag: activates the human GLP-1 receptor | P43220 | HEK293 GLP-1R CRE-luciferase, luminescence, 4-6 h; cells express a hypersensitive GLP-1R form | Potency, µM (titrated, usually from 45.6 µM), for the others: top-dose activation, actives largely listed as activators | hit rate 0.007% among 380,000 | AID 624172; note: potency is the fitted concentration of half-maximal effect; % of control where 0% means no effect
Target sequence (P43220 whole entry, looked up): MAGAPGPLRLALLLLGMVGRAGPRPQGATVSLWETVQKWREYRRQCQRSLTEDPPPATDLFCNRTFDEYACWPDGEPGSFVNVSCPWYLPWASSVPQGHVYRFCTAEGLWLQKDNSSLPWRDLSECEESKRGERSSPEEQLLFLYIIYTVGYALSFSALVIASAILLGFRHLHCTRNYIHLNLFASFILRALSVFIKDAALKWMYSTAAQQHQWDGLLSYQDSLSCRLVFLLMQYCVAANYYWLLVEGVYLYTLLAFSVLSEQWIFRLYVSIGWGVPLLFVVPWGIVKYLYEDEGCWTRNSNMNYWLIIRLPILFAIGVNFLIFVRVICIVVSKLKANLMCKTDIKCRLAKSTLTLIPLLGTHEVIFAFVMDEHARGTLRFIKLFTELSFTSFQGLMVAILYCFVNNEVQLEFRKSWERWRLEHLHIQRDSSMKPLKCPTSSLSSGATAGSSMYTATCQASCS
GLP1R inv ag: acts as inverse agonist at human GLP-1 receptor; HEK293 GLP-1R CRE-luciferase, luminescence, 24 h; GLP-1R form is constitutively active; AID 624417; hit rate 1.6% among 410,000; Potency, µM (titrated, usually from 38.3 µM), for inactives: top-dose activity change, negative = inhibition, most hits filed as inhibitors; note: potency is the fitted concentration of half-maximal effect; % is set by controls: 0 for no effect and ±100 for the full control effect; nearly all actives have a fitted effect of over 55% in size
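HEK293 cells stably co-expressing constitutively active GLP-1R and a cAMP-responsive luciferase reporter were seeded in DMEM with 10% Nu serum, given compounds after 12 h, and incubated 24 h at 37 deg C. Luminescence was then read.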
TDP-43 yeast inh: TDP-43 toxicity inhibition in yeast; TDP-43 expressing yeast growth rescue, BacTiter-Glo, 24 h; Potency, µM (doses to about 46.1 µM), for the others: at the top dose growth rescue (activation), most hits filed as activators; hit rate 1.8% among 410,000; AID 652104; note: potency is the fitted concentration of half-maximal effect; % of control where 0% means no effect; nearly all actives have a fitted effect of over 50% in size
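In this qHTS, compounds that restore growth of yeast expressing TDP-43 appear as activators. Cells (OD600=0.02, galactose medium, raffinose-pregrown) are incubated with compound 24 hr at 30 deg C and growth is quantified by BacTiter-Glo.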
PTHR1 agonist: activates the human parathyroid hormone receptor PTHR1; Q03431; HEK293 GP2 PTHR1 cells, GloSensor cAMP luminescence, 1 h; Potency, µM (doses to about 115 µM), inactives show at the top dose activation, hits mostly activators; hit rate 0.075% among 410,000; AID 743266; note: potency is the fitted concentration of half-maximal effect; nearly all actives have a fitted effect of over 55% in size; some results filed as inactive show a strong effect at the top dose; inactives centre near -15; many of its hits are not listed in these tables
Target sequence (Q03431 whole entry, looked up): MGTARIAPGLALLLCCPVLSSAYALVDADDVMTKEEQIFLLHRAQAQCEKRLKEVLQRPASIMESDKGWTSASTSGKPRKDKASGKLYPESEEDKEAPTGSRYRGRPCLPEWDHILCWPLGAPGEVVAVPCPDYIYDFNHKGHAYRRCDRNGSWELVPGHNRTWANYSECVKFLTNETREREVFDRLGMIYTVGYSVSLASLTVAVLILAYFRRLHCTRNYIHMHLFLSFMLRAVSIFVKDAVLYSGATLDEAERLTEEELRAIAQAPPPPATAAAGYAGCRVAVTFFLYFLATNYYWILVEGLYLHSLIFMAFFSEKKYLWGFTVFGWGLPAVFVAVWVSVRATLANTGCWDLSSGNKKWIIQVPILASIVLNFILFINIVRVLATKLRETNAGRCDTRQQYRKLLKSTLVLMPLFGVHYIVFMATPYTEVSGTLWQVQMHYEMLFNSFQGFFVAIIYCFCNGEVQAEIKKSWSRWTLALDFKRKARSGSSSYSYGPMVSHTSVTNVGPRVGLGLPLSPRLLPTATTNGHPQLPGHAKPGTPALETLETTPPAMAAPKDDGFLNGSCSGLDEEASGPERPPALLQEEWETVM
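HEK-293-derived GP2 cells expressing PTHR1 and a GloSensor cAMP reporter, 3,000/well, plated overnight, given luciferin plus IBMX (each 0.5 mM as added) for 1 h at 37 °C, then compound for 1 h at 37 °C. Luminescence was read after 15 min at room temperature.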
D3 antag: antagonists of human D3 dopamine receptor; max response, negative = inhibition, %; D3R cells, DiscoveRx beta-arrestin luminescence, antagonist mode; active compounds read low; AID 652054; hit rate 2.5% among 360,000; in the data active = max response below about -50%; inconclusive = no clear call, values can overlap the other calls; note: % is set by controls: 0 for no effect and ±100 for the full control effect; mostly tested at two doses, the higher about 12 µM
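Cells expressing the human receptor were seeded at 1500 cells/well, incubated overnight at 37 degrees C in 5% CO2, then exposed to library compounds with dopamine controls for 90 minutes at 37 degrees C before luminescent detection.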
Akt phos inh: blocks phosphorylation of Akt; Neuro2A IGF-stimulated pAkt S473 HTRF, 20 min; active compounds read low; activity change, % for hits at 50 µM; hit rate 0.32% among 360,000; in the data active = activity change below about -80%; inconclusive = mostly about -51% to -80%; note: % is set by controls: 0 for no effect and ±100 for the full control effect
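Single-point screen (50 µM final compound) in Neuro2A cells stimulated 20 min with 6 nM IGF at 37 deg C. After lysis, Ser473-phosphorylated Akt read by HTRF (ex 330 nm, em 615/665 nm) as the 665/615 ratio.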
FUS yeast rescue: FUS proteinopathy suppression in yeast; S. cerevisiae FUS-expressing, growth rescue, OD600, 24 h; Potency, µM (highest dose often 76.6 µM), without a hit: at the top dose growth rescue (activation), most hits filed as activators; hit rate 0.24% among 390,000; AID 1347120;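 note: potency is the fitted concentration of half-maximal effect; plate controls were DMSO vehicle for no effect and reference control for full effect; nearly all actives have a fitted effect of over 55% in size; some results filed as inactive show a strong effect at the top dose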
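Absorbance at 600 nm, taken 24hr after compound addition, measured rescue of FUS-yeast growth at 30C. Induction used 2% galactose with seeding at OD 0.005. Controls: CP55940 from 92uM final, DMSO only.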
aSyn rescue: alpha-synuclein toxicity inhibition in yeast; Yeast expressing alpha-synuclein, growth rescue, BacTiter-Glo, 24 h; Potency, µM (series often up to 46.1 µM), for the others: top-dose growth rescue (activation), actives largely listed as activators; hit rate 0.14% among 370,000; note: potency is the fitted concentration of half-maximal effect; % of control where 0% means no effect; nearly all actives have a fitted effect of over 65% in size
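Screening used galactose-induced yeast with toxic alpha-synuclein levels, exposed to compound for 24 hr at 30 deg C. Cell growth, read with BacTiter-Glo luminescence, gave the measured signal.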
Abeta rescue: compounds reversing amyloid beta toxicity in yeast. AID 1347071. yeast expressing A-beta42, growth rescue, OD600, 48 h; response scale: 0% DMSO, 100% iron-clioquinol control. Potency, µM (series often up to 46.1 µM), inactives show at the highest dose growth rescue, hits mostly activators. hit rate 0.063% among 410,000; note: potency is the fitted concentration of half-maximal effect; nearly all actives have a fitted effect of over 55% in size
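Yeast growth medium received pinned compounds, then yeast cells expressing toxic A-beta were added; plates incubated at 30 C for 48 hr. Growth read as absorbance at 600 nm, normalized to DMSO and equimolar FeCl3 plus clioquinol controls.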
An asterisk follows results filed as active; i = inactive; ? = inconclusive; / = no result given; [ ] = dose if it differs, or a comment. Unless noted, calls come from the whole dose curve; as a rule, active = well fitted curve in the direction sought with a large enough effect; inconclusive = small, poorly fitted or top-dose-only effect, or another doubt; inactive = no such curve, though single readings can be large; an effect the other way counts as inactive or inconclusive.

SMILES	GLP1R ag	GLP1R inv ag	TDP-43 yeast inh	PTHR1 agonist	D3 antag	Akt phos inh	FUS yeast rescue	aSyn rescue	Abeta rescue
CC1(Cc2ccc3c(c2)OCO3)NC(=O)NC1=O (configuration not stated)	1%	20%	0%	-8%	20	i	7%	9%	4%
CN(Cc1ccccc1)C(=O)c1nc[nH]c1C(=O)N(C)Cc1ccccc1	2%	16%	20%	-1%	-23	i	-7%	-5%	-12%
CCOC(=O)c1c(C)sc2c1N(C(=O)CCl)c1cc(Cl)ccc1S2	-20%	-19%	20µM*	-34%[inhibitor]	-60*	i	/	2%	-13%
Cc1c(C#N)c(NC(=O)c2ccccc2)n(Cc2ccccc2)c1C	-18%	?	1%	i	4	i	-16%	0%	-3%
O=C(O)c1ccc(CSCc2ccccc2)o1	-1%	?	10%	-10%	5	i	-16%	-3%	1%
COc1ccccc1C(CNC(=O)c1ccc(NS(=O)(=O)c2ccc(F)c(C)c2)cc1)N1CCCC1 (configuration not stated)	2%	?	-16%	i	-20	i	29%	0%	-5%
COc1ccc2oc(=O)c(-c3ccccc3C(=O)N3CCOCC3)cc2c1	4%	3%	14%	i	13	i	/	-2%	11%
Cc1cc(=O)oc2cc(OCC(=O)OCC(=O)Nc3c(C)n(C)n(-c4ccccc4)c3=O)ccc12	1%	10%[7.66 µM]	-6%[9.22 µM]	-34%[inhibitor]	-6	i	13%	-2%	-50%[inhibitor]
Cc1cccc(Cl)c1NC(=S)N1CCN(c2ccc([N+](=O)[O-])cn2)CC1	22%	7%	-14%	-70%[inhibitor]	15	i	21%	-1%	0%
O=C(Nc1cccc(Cl)c1)Nc1sccc1-c1nc2ccccc2s1	6%	?	0%	i	5	i	17%	0%	-2%
CC(C)C[C@H]1COc2cc(Br)ccc2S(=O)(=O)N1	3%	-24%	?	i	-28	i	-32%	4%	-21%
CCOc1ccc2[nH]c(=O)c(CN(Cc3ccco3)C(=O)c3ccc(Br)cc3)cc2c1	7%	0%	-22%	-51%[inhibitor]	81	i	/	-4%	-18%
O=C(COC(=O)/C=C/c1ccc(Cl)cc1)NC(=O)NCc1ccccc1	7%	?	-12%	-11%	-3	i	2%	-10%	-1%
CCC(=O)OCC(=O)N=c1sccn1Cc1ccccc1Cl	3%	-10%	13%	i	13	i	8%	3%	13%
COc1ccc(CCNC(=O)c2cccc(S(=O)(=O)NC(C)c3ccccc3)c2)cc1 (configuration not stated)	-1%	?	-12%	-11%	-2	i	-10%	-3%	0%
CN(C)S(=O)(=O)c1ccc(C(=O)NCCN=C2NS(=O)(=O)c3ccccc32)cc1	4%	11%	0%	i	11	i	16%	0%	1%
O=C(CS(=O)c1ccccc1[N+](=O)[O-])Oc1ccc(Br)cc1 (configuration not stated)	0%	8%	-92%[inhibitor]	-13%	6	i	13%	-75%[inhibitor]	-91%[inhibitor]
COc1ccc(C(O)c2nc(-c3ccc(OC)c(OC)c3)cs2)cc1 (configuration not stated)	4%	65%[activator]	?	-12%	12	i	11%	7%	4%
O=C(c1ccc(Cl)c(S(=O)(=O)N2CCCC2)c1)N1CCCCC1	-5%	-12%	12%	i	?	i	/	1%	-6%
CCC1Oc2ccccc2N(CC(=O)NC2CCCCC2C)C1=O (configuration not stated)	7%	?	-3%	i	-8	i	2%	-1%	19%
Cc1ccccc1NCc1cccn1-c1nnc(N2CCC(C)CC2)s1	17%	?	0%	-15%	/	/	26%	?	6%
Cn1c(=O)cc(SCC(=O)NCCCN2CCN(c3ccccc3F)CC2)c2ccccc21	3%	-18%	-8%	i	-71*	i	4%	-2%	-6%
CCC(C)(C)NC(=O)CN(C(=O)C(=O)Nc1ccc2c(c1)OCCO2)C1CC1	6%	-7%	4%	-14%	-8	i	13%	-2%	-8%
CC1CC(C)CN(C(=O)CSc2nnc(-c3ccc(F)cc3)o2)C1 (configuration not stated)	-5%	?	15%	-35%[inhibitor]	-21	i	1%	5%	-24%
Cc1ccc(S(=O)(=O)N2[C@@H](c3ccccc3F)C(C(=O)O)=CC[C@H]2c2ccc(Cl)cc2)cc1	0%	?	-10%	-37%[inhibitor]	-19	i	-2%	-17%	0%
COc1cc(NC(=O)/C=C/c2ccccc2[N+](=O)[O-])cc(OC)c1	19%	5%	9%	-40%[inhibitor]	-1	i	/	-8%	5%
O=C(CCCNC(=O)/C(=C\c1ccc(F)cc1)NC(=O)c1ccccc1)OCc1ccccc1	-5%	?	-13%	i	8	i	2%	-5%	18%
O=c1c2c([N+](=O)[O-])cc([N+](=O)[O-])cc2sn1-c1ccc(Br)cc1	-1%	-44%	-23%	16%	-12	i	/	-80%[inhibitor]	-84%[inhibitor]
CSc1nc(Cl)cc(N(CCO)CCO)n1	-19%	6%	-1%	i	14	i	-16%	-9%	0%
CCn1ncc(/C=N/NS(=O)(=O)c2ccc(Cl)cc2)c1C	-1%	12%	17%	-20%[57.5 µM]	0	i	0%	5%	2%
COc1ccc(CC(=O)N2CCN(c3ccccc3)CC2)cc1	0%	8%	0%	-16%	6	i	19%	2%	-2%
CC(C)(C)c1cc(CCC(=O)NCc2ccccn2)cc(C(C)(C)C)c1O	-5%	?	3%	-25%	-1	i	/	-6%	-1%
CCOc1ccc(CCNC(=O)c2cccc(C#N)c2)cc1OCC	9%	8%	?	i	3	i	-6%	-1%	-3%
CCCNC(=O)c1ccc(N2CCC3(CC2)CC(c2ccccc2)=NO3)c(NC(=O)c2cccc(C)c2)c1	0%	-2%	-26%	?	-23	i	?	-1%	-17%
CCc1cc(=O)oc2cc(C)cc(OCC(=O)NCC(O)c3ccccc3)c12 (configuration not stated)	14%	32%[activator]	12%	i	8	i	8%	9%	-5%
CC1(C)[C@H]2CC[C@]1(C)[C@@H](OC(=O)C[N+]1(C)CCOCC1)C2	4%	-16%	-8%	0%	-13	i	7%	0%	-7%

The last 4 records of the section above open the next one.
SMILES	GLP1R ag	GLP1R inv ag	TDP-43 yeast inh	PTHR1 agonist	D3 antag	Akt phos inh	FUS yeast rescue	aSyn rescue	Abeta rescue
CCOc1ccc(CCNC(=O)c2cccc(C#N)c2)cc1OCC	9%	8%	?	i	3	i	-6%	-1%	-3%
CCCNC(=O)c1ccc(N2CCC3(CC2)CC(c2ccccc2)=NO3)c(NC(=O)c2cccc(C)c2)c1	0%	-2%	-26%	?	-23	i	?	-1%	-17%
CCc1cc(=O)oc2cc(C)cc(OCC(=O)NCC(O)c3ccccc3)c12 (configuration not stated)	14%	32%[activator]	12%	i	8	i	8%	9%	-5%
CC1(C)[C@H]2CC[C@]1(C)[C@@H](OC(=O)C[N+]1(C)CCOCC1)C2	4%	-16%	-8%	0%	-13	i	7%	0%	-7%
CC(=O)c1ccc(-n2nnnc2SCC(=O)NC2CCCCC2)cc1	11%	-16%	3%	-7%	-8	i	13%	3%	-4%
Cc1cc(OCC(F)(F)C(F)(F)C(F)(F)C(F)(F)C(F)(F)C(F)F)nc(N)n1	1%	?	0%	-30%	68	i	11%	-12%	-1%
CC(C)c1ccc(-c2nn[nH]n2)cc1	-7%	6%	-15%	-7%[57.5 µM]	11	i	25%	-4%	11%
Cn1c(=O)cc(OCCCC(=O)Nc2ccccn2)c2ccccc21	-2%	7%	-11%	i	8	i	7%	0%	0%
COc1ccc(CC(=O)Nc2cccc(C(=O)O)c2C)cc1	-8%	6%	-10%	i	-5	i	27%	2%	-3%
Cn1ncc(Br)c1C(=O)NC1CCCCC1	0%	-10%	-3%	i	8	i	-4%	1%	-2%
COc1ccc(C2=NOC(CNC(N)=S)C2)cc1 (configuration not stated)	-2%	?	11%	-28%	-18	i	-35%	0%	-11%
Cc1ccc2c(c1)c(=O)c1c3n2CCN(C(=O)CCl)C3CC1 (configuration not stated)	-8%	0%	-9%	i	-5	i	22%	-1%	-10%
CC1(C(=O)N(CC(=O)NC2CCCC2)C2CCCC2)CC(=O)N=C2C=CC=CN21 (configuration not stated)	-6%	-11%	-13%	i	5	i	16%	-3%	-5%
O=C(Nc1ccccc1)C1CCCN(C(=O)c2ccc(F)cc2)C1 (configuration not stated)	1%	-10%	13%	-4%	9	i	-12%	5%	16%
CCOc1cc(/C=C2\N=C(SC(C)C(N)=O)N(c3ccc(OC(F)F)cc3)C2=O)ccc1O (configuration not stated)	-4%	?	?	-64%[inhibitor]	-57*	i	?	-2%	-1%
C/C(=N\NC(=O)c1ccccn1)C12CC3CC(CC(C3)C1)C2	-4%	?	10%	-31%[inhibitor][57.5 µM]	8	i	-7%	-17%	12%
COc1ccccc1N(C(=O)CNS(=O)(=O)c1ccccc1)C(C(=O)NCc1ccco1)C(C)C (configuration not stated)	1%	0%	9%	-11%	?	i	/	-1%	0%
CC(NC(=O)NCC1CCCO1)(C(F)(F)F)C(F)(F)F (configuration not stated)	0%	15%	3%	i	4	i	-36%	4%	5%
CCOc1ccc(NC(=O)C2=C(C)NC(=S)NC2c2ccc(O)c(OC)c2)cc1 (configuration not stated)	1%	-7%	-18%	i	-18	i	/	-13%	0%
COc1ccc(CNc2nc3nc(C)c(Cl)c(C)n3n2)cc1OC	0%	7%	5%	i	6	i	6%	11%	0%
Cc1onc(-c2ccccc2)c1C(=O)N1CCC(C)CC1	2%	7%	-5%	-23%	3	i	13%	-2%	-16%
O=C(Nc1cccc(O)c1)c1c(O)c2ccccc2[nH]c1=O	2%	5%	-2%	-31%[inhibitor]	3	i	-18%	-3%	-2%
CC(C)CNC(=S)NNC(=O)CC(C)O (configuration not stated)	-1%	7%	14%	i	-2	i	9%	-1%	2%

A portion of the library, so the mix of outcomes need not match the whole.
